# Screening results: PubChem BioAssay, Sanford-Burnham Center for Chemical Genomics
# mIAP activ: mouse IAP activation | AID 2805 | activation factor at 10 µM | 0.24% of 330,000 active | muIAP, CDP-Star luminescence, 30 min; hits give high values; 1 = vehicle-only enzyme signal, 0 = enzyme-free wells;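 active = activation factor of at least 2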; also: the source names both 10 and 20 µM as test concentration; values of inactives mirror those of a sister screen read the other way
#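 Assay system: mouse IAP enzyme; reagent: chemiluminescent substrate CDP-Star; dosing: test compounds delivered from DMSO solution; schedule: 30 min at room temperature; measured by: luminescence from enzymatic CDP-Star hydrolysis; controls: DMSO-only wells and no-enzyme negative control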
# ATG4B inh: ATG4B (human) cysteine protease inhibition. 0.51% of 340,000 active. inhibition, % at 8.33 µM. Q9Y4P1. ATG4B cleavage of LC3-PLA2, NBD-HPC fluorescence, 1 h; in the data active = inhibition above about 40%
# Target sequence (Q9Y4P1 whole entry, looked up): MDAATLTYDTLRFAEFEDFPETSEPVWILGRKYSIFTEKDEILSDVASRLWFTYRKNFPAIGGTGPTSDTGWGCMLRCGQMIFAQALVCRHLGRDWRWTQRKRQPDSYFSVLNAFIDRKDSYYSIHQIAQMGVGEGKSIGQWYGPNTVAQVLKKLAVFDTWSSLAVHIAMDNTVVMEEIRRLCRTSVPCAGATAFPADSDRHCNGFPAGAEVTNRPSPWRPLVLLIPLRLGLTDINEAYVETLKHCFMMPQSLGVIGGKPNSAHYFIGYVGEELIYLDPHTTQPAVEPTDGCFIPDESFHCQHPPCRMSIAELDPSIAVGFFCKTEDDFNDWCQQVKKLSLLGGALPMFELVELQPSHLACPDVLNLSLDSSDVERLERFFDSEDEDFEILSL
# NLRP3 yeast inh: inhibitors of NALP3 inflammasome in yeast | Yeast reconstituted NLRP3/ASC/caspase-1, beta-gal luminescence, 24 h | inhibition, % at 10 µM | 0.39% of 330,000 active | AID 2825;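 active = inhibition of 50% or more; inactive = inhibition below 50%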;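 also: plate controls were induced DMSO wells for no effect and uninduced yeast grown without galactose for full effect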
# mIAP inh: blocks mouse intestinal alkaline phosphatase. purified mouse IAP, CDP-Star luminescence, 30 min. inhibition, % at 10 µM. 0.2% of 330,000 active. AID 2806;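 active = inhibition of at least 40% at 10 µM in the primary screen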;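 also: plate controls were DMSO with enzyme for no effect and no enzyme wells for full effect; values of inactives mirror those of a sister screen read the other way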
# hIAP act: increases human intestinal alkaline phosphatase activity | P09923 | purified human IAP, CDP-Star luminescence, 30 min; hits give high values; 1 = vehicle-only enzyme, 0 = enzyme-free background | activation factor at 10 µM | 0.16% of 330,000 active;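 active = activation factor of the enzyme at least 2-fold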; also: the source names both 10 and 20 µM as test concentration; values of inactives mirror those of a sister screen read the other way
# Target sequence (P09923 whole entry, looked up): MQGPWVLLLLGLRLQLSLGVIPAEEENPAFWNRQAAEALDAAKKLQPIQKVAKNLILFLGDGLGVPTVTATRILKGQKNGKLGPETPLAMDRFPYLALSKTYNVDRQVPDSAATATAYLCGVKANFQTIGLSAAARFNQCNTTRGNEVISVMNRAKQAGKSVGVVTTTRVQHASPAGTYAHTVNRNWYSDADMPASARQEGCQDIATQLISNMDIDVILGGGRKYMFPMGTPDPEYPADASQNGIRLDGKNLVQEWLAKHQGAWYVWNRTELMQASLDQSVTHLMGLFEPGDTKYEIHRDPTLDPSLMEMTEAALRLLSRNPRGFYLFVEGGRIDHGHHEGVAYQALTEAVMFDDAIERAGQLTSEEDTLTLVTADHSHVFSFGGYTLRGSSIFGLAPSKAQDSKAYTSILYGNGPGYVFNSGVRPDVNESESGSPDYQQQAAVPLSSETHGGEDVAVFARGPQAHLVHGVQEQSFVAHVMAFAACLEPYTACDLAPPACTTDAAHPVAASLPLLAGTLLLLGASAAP
# TIM10 inh: inhibits growth of TIM10 yeast strain; inhibition, % at 10 µM; AID 463195; S. cerevisiae TIM10 strain growth, BacTiter-Glo luminescence, 24 h; 1.4% of 330,000 active;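 active = inhibition of 40% or more at the single tested concentration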;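 also: wild-type TIM10 isogenic control strain grown at permissive 25 °C; 0% = DMSO yeast wells and 100% = minimal medium wells without yeast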
# Apaf1 inhib: inhibitors of human Apaf-1 apoptosome; O14727; reconstituted apoptosome caspase-3 activity, DEVD-Rh110 fluorescence; inhibition, % at 20 µM; 0.71% of 330,000 active; AID 489030; active = inhibition of at least 40% at 20 µM;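 also: plate controls were DMSO wells for no effect and DEVD-CHO caspase inhibitor wells for full effect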
#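 Material: cell-free apoptosome with Apaf-1, procaspase-3 and caspase-9; Buffer or medium: Hepes pH 7.5 with detergent and BSA; Reagent: cytochrome c trigger plus (Z-DEVD)2-Rh110 caspase-3 substrate; Times: compound with Apaf-1, dATP, procaspase-3 30 min, then 50 min reaction, room temperature; Technique: Rh110 fluorescence intensity.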
# hIAP inh: blocks human intestinal alkaline phosphatase; P09923; purified IAP, CDP-Star luminescence, 30 min; inhibition, % at 10 µM; 0.12% of 330,000 active; AID 2544;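 active = inhibition reaching a set limit with compound at 10 µM in the primary screen, cut at about 35% in these data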;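 also: plate controls were DMSO wells with enzyme for no effect and no-enzyme buffer wells for full effect; values of inactives mirror those of a sister screen read the other way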
# tim10-1 inh: inhibits growth of tim10-1 mutant yeast. S. cerevisiae tim10-1 ts strain growth, BacTiter-Glo, 24 h. inhibition, % at 20 µM. 2.2% of 330,000 active. AID 463190;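 active = inhibition of at least 40%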;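 also: mutant grown at 25 °C; 0% = DMSO wells with yeast and 100% = wells holding no yeast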
# An asterisk follows results filed as active; . = not tested or not shown.
SMILES,mIAP activ,ATG4B inh,NLRP3 yeast inh,mIAP inh,hIAP act,TIM10 inh,Apaf1 inhib,hIAP inh,tim10-1 inh
CSc1c[n+]2c(n1C)CCC2,0.925,1.0,4.1,7.5,0.891,-2.3,-2.5,10.9,-7.6
CSc1ccc(-c2nc(CSCC(=O)NC3CC3)c(C)o2)cc1,0.994,3.2,9.7,0.6,1.07,12.6,4.6,-7.3,8.0
Cc1ccc(C(=O)N2CCCC(N3CCN(c4ccccc4F)CC3)C2)s1 (centres undefined),1.02,2.5,10.3,-2.2,1.09,-4.3,5.9,-8.9,1.8
Cc1c(C(=O)N2CCCC2)c(S(=O)(=O)Nc2cccc(Br)c2)c(C)n1C,0.999,3.0,21.7,0.1,1.19,3.0,-1.4,-19.1,10.8
O=C(Cc1cccs1)NCc1cccc(CNC(=O)Cc2cccs2)c1,1.01,8.9,-17.9,-0.7,1.1,-13.2,-0.6,-9.8,2.8
O=C(COC(=O)c1ccc(Cl)c(S(=O)(=O)N2CCCC2)c1)NCc1ccccc1,0.963,-1.4,17.4,3.7,1.02,-18.1,3.8,-2.0,-9.2
O=C(NC1=NCCS1)c1cccc(S(=O)(=O)N2CCc3ccccc32)c1,0.924,-12.0,6.3,7.6,1.01,18.0,6.4,-1.0,0.6
Cc1cccc(NC(=O)c2cccnc2)c1,1.06,-7.7,24.6,-6.3,0.962,0.4,9.0,3.8,13.3
CCN1CCCC1CNC(=O)C(=O)NC(C)C (centres undefined),1.14,-0.6,-14.9,-14.1,1.04,6.1,-5.2,-3.6,8.9
Cc1ccc(N2CCN(c3ccc(C)cc3)C2c2ccccn2)cc1,0.939,6.7,19.7,6.1,1.13,8.1,-4.2,-13.1,5.5
COc1ccccc1N(C)S(=O)(=O)c1ccc(C(=O)N2CCCC(C(F)(F)F)C2)cc1 (centres undefined),0.936,-2.5,14.7,6.4,1.02,-5.3,12.0,-2.1,10.0
Cc1ccc(CC(=O)N2CCOCC2)cc1,0.962,-8.2,-2.9,3.8,1.04,3.7,-1.9,-3.7,-15.1
CC(=O)Nc1cccc(Oc2nc(C)cc(C)c2C#N)c1,0.994,-11.6,11.7,0.6,0.842,-6.6,3.3,15.8,7.2
CCCNC(=O)Cn1cnc([N+](=O)[O-])n1,1.01,3.1,11.7,-1.2,0.924,-3.0,-5.7,7.6,-0.2
CC/C=C\C/C=C\C/C=C\CCCCCCCC(=O)O,1.01,46.0*,-0.1,-1.4,0.997,16.7,-5.8,0.3,9.9
Cc1ccc(Br)cc1S(=O)(=O)N1CCN(c2ccccc2)CC1,1.02,-4.3,35.2,-2.4,0.932,13.4,13.0,6.8,-0.4
CC(=O)N1c2ccc(S(=O)(=O)N(C)CC(=O)NC3CCCCC3C)cc2CC1C (centres undefined),1.09,10.5,6.6,-8.9,1.1,6.3,4.1,-10.4,2.4
CCOC1OC(=O)C(Cl)=C1Nc1ccccc1C (centres undefined),1.05,-5.5,17.3,-5.3,0.965,0.7,-1.5,3.5,18.3
O=C(Nc1ccccc1Cl)NC1CCCCCCC1,1.56,1.8,13.9,-56.1,1.35,36.7,3.9,-34.7,10.2
COc1ccc(-c2cc(C(=O)Nc3nc4ccccc4s3)c3ccccc3n2)cc1OC,0.862,16.7,-2.7,13.8,1.09,13.6,-1.2,-8.6,25.7
O=C(Nc1cc(C(F)(F)F)ccc1N1CCCC1)c1cccnc1,0.982,1.4,4.3,1.8,0.741,1.5,-0.6,25.9,9.7
O=C(Nc1nnc(CSCc2ccc(F)cc2)s1)c1ccc([N+](=O)[O-])cc1,0.953,-5.9,-0.1,4.7,0.799,0.9,-4.9,20.1,10.9
CCN(CC)C(=S)SCC(=O)Nc1ncc2c(n1)CCCC2=O,1.02,4.9,10.6,-2.4,1.02,4.7,-6.1,-2.3,4.4
Cc1ccc(Oc2ccc(S(=O)(=O)N3CCOCC3)cc2C(N)=O)cc1C,1.05,9.9,9.9,-5.0,1.42,-1.6,5.0,-41.7,3.5
COc1ccc(/C=N/NC(=O)c2cccs2)c2ccccc12,0.917,-19.2,-0.8,8.3,0.856,27.3,7.5,14.4,-5.1
# The listing continues.
SMILES,mIAP activ,ATG4B inh,NLRP3 yeast inh,mIAP inh,hIAP act,TIM10 inh,Apaf1 inhib,hIAP inh,tim10-1 inh
Oc1ccc(N2CCN(CC(O)c3ccccc3)CC2)cc1 (centres undefined),1.06,-6.5,-5.8,-6.1,1.02,-0.7,1.4,-2.5,-34.1
COc1ccc(OC)c(NC(=O)CCOc2cccc(C)c2)c1,0.92,-0.6,20.0,8.0,1.11,15.6,15.3,-10.6,-19.2
CCc1c(C)c(C#N)c2nc3ccccc3n2c1N1CCN(c2cc(C)ccn2)CC1,0.992,.,-8.1,0.8,0.928,-19.3,11.0,7.2,-4.1
COc1cccc(NC(=S)NC(C)c2ccc(OC)c(OC)c2)c1 (centres undefined),1.59,-6.9,11.2,-59.4,1.02,-2.9,-10.2,-2.5,3.4
O=S(=O)(Nc1ccccn1)c1cccc(S(=O)(=O)c2ccc(Br)cc2)c1,1.01,-5.4,12.2,-1.2,1.04,-8.4,13.2,-3.8,20.9
COc1cc(C(c2c(C)[nH][nH]c2=O)c2c(C)[nH][nH]c2=O)ccc1OC(C)C,0.948,-2.0,6.0,5.2,1.26,34.9,12.9,-25.6,40.5*
CCn1cc(CNC(=O)c2ccc(OC3CCN(Cc4ccccn4)CC3)cc2)cn1,1.06,5.1,-3.5,-5.6,1.09,5.0,-7.2,-8.9,10.1
Cc1cc(C)nc(Sc2ccc3nnc(C(F)(F)C(F)(F)C(F)(F)F)n3n2)n1,1.15,1.2,14.7,-14.6,0.827,5.5,4.4,17.3,7.4
O=C(COC(=O)c1n[nH]c2ccccc12)Nc1ccc(Cl)cc1[N+](=O)[O-],0.929,25.9,25.1,7.1,1.32,11.7,16.9,-32.2,16.2
COc1ccc(-c2nnc(SCc3ccc(C(=O)O)cc3)n2C)cc1OC,0.967,-2.5,7.4,3.3,1.42,5.3,6.3,-42.2,8.6
COc1ccccc1NC(=O)Cn1cnc2c(nc3n2CCCCC3)c1=O,1.04,-5.5,10.0,-3.9,1.16,-1.0,-14.4,-16.1,18.1
CSc1nc2ccc(Cl)cc2[nH]1,1.01,-2.6,24.7,-1.2,1.04,20.6,1.4,-4.5,34.5
CCCCn1nnnc1NCc1cc(OC)c(OC)cc1OC,0.961,7.5,0.8,3.9,0.799,0.9,-14.1,20.1,0.2
Cn1c(SCC(=O)c2ccc(F)cc2)nnc1-c1cnccn1,0.956,3.7,-1.6,4.4,0.916,11.7,-2.8,8.4,12.2
CC(C)c1nnc(NC(=O)CCC(=O)N2CCN(Cc3ccccc3)CC2)s1,0.848,-8.5,-0.6,15.2,1.09,-1.1,-4.5,-9.4,-4.6
COc1cc(C2C(C(=O)c3cc4ccccc4o3)=C(O)C(=O)N2CCN2CCOCC2)ccc1OCCC(C)C (centres undefined),1.02,-8.8,8.6,-1.9,1.1,1.1,15.5,-10.0,13.5
CCc1nn(CC(=O)NCCCN2CCN(C)CC2)c(=O)c2cc3sccc3n12,1.09,2.8,27.8,-9.0,1.19,-8.2,-7.3,-19.1,-1.7
O=C(c1ccccc1)N(C(=O)c1ccccc1)c1ncnc2c1C(c1ccccc1)c1c(ccc3ccccc13)O2 (centres undefined),0.902,13.3,-23.0,9.8,0.951,9.4,10.9,4.9,3.7
O=C(COc1ccccc1)Nc1ccc2[nH]ncc2c1,0.977,-0.4,8.7,2.3,0.879,12.5,4.2,12.1,15.3
CN(C)S(=O)(=O)c1ccc2c(c1)c(=O)c(C(=O)N1CCOCC1)cn2C,1.08,4.3,3.2,-8.0,0.923,3.9,0.9,7.7,17.2
CCOc1cc(/C=C2\C(=O)N(CCc3ccc(OC)c(OC)c3)C(C)=C2C(=O)OC)ccc1O,0.917,-20.9,3.0,8.3,0.669,12.7,11.5,33.1,30.3
O=C(NCc1ccco1)C1Cc2ccccc2CN1S(=O)(=O)c1ccccc1F (centres undefined),0.904,18.1,-2.0,9.6,1.21,7.6,27.4,-21.1,35.7
Cc1ccc(NC(=O)CSc2nnc(NC(=O)c3ccc(S(=O)(=O)N4CCOCC4)cc3)s2)cc1,0.93,-1.1,11.4,7.0,0.903,-2.6,-2.8,9.7,6.0
Cn1nc(-c2ccccc2)c2cc(C(=O)O)sc21,0.979,12.9,7.3,2.1,1.06,1.5,10.7,-5.6,26.9
COc1cc(OC)cc(C(=O)NCC(=O)Nc2ccc(C)c(Cl)c2)c1,1.07,-15.7,1.2,-7.3,1.14,-29.1,17.3,-14.4,-19.1

# A stretch from further up:
SMILES,mIAP activ,ATG4B inh,NLRP3 yeast inh,mIAP inh,hIAP act,TIM10 inh,Apaf1 inhib,hIAP inh,tim10-1 inh
CSc1c[n+]2c(n1C)CCC2,0.925,1.0,4.1,7.5,0.891,-2.3,-2.5,10.9,-7.6
CSc1ccc(-c2nc(CSCC(=O)NC3CC3)c(C)o2)cc1,0.994,3.2,9.7,0.6,1.07,12.6,4.6,-7.3,8.0

# Additional structures.
SMILES,mIAP activ,ATG4B inh,NLRP3 yeast inh,mIAP inh,hIAP act,TIM10 inh,Apaf1 inhib,hIAP inh,tim10-1 inh
Fc1ccc(/C=N/NC(=S)Nc2cccnc2)cc1F,0.769,-2.7,19.8,23.1,1.01,-3.5,-7.5,-0.6,-3.5
COc1ccc(CCNS(=O)(=O)c2ccc(-n3cnnn3)c(OC)c2)cc1OC,0.956,-6.0,6.6,4.4,0.97,-1.3,-0.9,3.0,-3.9
OC(c1ccccc1)c1ccncc1 (centres undefined),0.966,-0.5,1.5,3.4,0.883,-1.8,-9.1,11.7,-7.6
CC(C)CNC(=O)CO/N=C/c1ccccc1Cl,1.15,3.3,9.8,-14.5,1.12,-27.9,13.8,-11.6,17.8
COc1ccc(OC)c(Nc2nc(N)nc(CCl)n2)c1,1.07,-12.0,4.3,-7.1,0.982,24.8,8.0,1.8,12.5
O=C(Nc1ccccc1Cl)Nc1ccnn1C1CCN(C(=O)CCN2CCCO2)CC1,1.05,-9.7,3.0,-5.5,0.869,6.3,10.6,13.1,7.5
Cc1ccc(NC(=O)CCNC(=O)c2ccc(Br)cc2)cc1S(=O)(=O)N1CCCCCC1,0.964,-4.8,7.1,3.6,0.949,-1.8,21.6,5.1,5.9
CNC[C@@H]1Oc2c(NS(C)(=O)=O)cccc2C(=O)N([C@@H](C)CO)C[C@H]1C,0.871,3.5,13.8,12.9,0.957,-1.7,6.1,4.3,-4.1
O=C(O)c1ccc(N2C(=O)c3cccc4cccc(c34)C2=O)cc1,0.996,-4.0,14.2,0.4,1.26,2.5,4.0,-25.9,-8.6
Cc1ccc(SCCNC(=O)c2ccc(C)c(S(=O)(=O)Nc3ccccc3C)c2)cc1,1.09,0.1,16.0,-8.9,1.24,11.8,14.6,-24.0,30.8
Cn1c(C(=O)N2CCCC(C(=O)NCCc3ccccc3)C2)cc2sccc21 (centres undefined),1.08,-8.6,9.5,-7.8,1.16,11.8,-4.5,-15.8,14.1
COc1ccc(N(CC(=O)Nc2cccc(C)c2)S(=O)(=O)c2c(C)noc2C)cc1,1.21,8.4,-1.5,-21.0,1.23,15.2,8.2,-22.9,30.0
O=C(NCCCN1CCCC(O)C1)c1cc(COc2ccc(F)cc2F)on1 (centres undefined),1,22.4,7.1,0.0,1.1,6.5,5.4,-10.0,0.2
COc1ccc(S(=O)(=O)N2CCCCC2)cc1NC(=O)CSc1ncnc2ccccc12,0.942,-15.2,10.6,5.8,0.944,18.3,11.6,5.6,30.2
